Screening data as filed in PubChem BioAssay.
TRHR enhancer = qHTS for Small Molecule Agonists and Allosteric Enhancers of Human TRH Receptor: Primary Screen for Enhancers. Thyrotropin-releasing hormone receptor (Homo sapiens), P34981. TRHR cells, fluo-8 calcium fluorescence, EC20 TRH enhancement. enhancement, % at 2 µM. actives 0.66% (n = 360,000); in the data active = enhancement above about 30%; also: 0% is about no effect
Target sequence (P34981 whole entry, looked up): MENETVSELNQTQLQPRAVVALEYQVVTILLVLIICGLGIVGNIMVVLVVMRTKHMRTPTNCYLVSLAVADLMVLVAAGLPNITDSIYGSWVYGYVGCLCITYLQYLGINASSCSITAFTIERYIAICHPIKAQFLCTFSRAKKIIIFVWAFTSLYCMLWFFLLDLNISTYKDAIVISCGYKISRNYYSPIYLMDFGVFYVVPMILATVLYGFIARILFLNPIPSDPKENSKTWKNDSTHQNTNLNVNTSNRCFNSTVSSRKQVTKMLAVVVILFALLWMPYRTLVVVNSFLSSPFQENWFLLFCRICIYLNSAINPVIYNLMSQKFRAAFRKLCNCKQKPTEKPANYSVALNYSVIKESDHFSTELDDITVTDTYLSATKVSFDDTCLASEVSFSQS
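Enhancer read-out: after compound pinning and an initial kinetic agonist-mode read, an EC20 of TRH (10 nM final) was injected and fluo-8 calcium signal (Ex 480/Em 530) followed at 1 s/cycle for 100 cycles in TRHR-expressing cells.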
D1 agonist = Allosteric Agonists of the Human D1 Dopamine Receptor: qHTS | D(1A) dopamine receptor (Homo sapiens), P21728 | HEK293 T-REx D1 cells, calcium flux, agonist mode | activation, % at 2 µM | actives 1% (n = 360,000) | AID 504660, 2011; also: 0% is about no effect
Target sequence (P21728 whole entry, looked up): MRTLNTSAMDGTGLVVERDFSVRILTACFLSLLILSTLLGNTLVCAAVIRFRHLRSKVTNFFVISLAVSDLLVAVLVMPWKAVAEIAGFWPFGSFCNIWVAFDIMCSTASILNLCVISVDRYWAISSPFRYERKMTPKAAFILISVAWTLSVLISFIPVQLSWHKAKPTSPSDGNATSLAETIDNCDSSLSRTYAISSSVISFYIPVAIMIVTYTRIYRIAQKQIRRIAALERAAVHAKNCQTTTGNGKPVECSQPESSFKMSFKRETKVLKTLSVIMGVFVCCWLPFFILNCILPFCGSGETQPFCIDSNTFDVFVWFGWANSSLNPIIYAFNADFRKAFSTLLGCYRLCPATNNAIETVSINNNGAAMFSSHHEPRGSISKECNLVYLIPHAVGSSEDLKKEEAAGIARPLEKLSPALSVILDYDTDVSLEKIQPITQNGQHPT
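Inducible HEK293 T-REx D1 cells, force-coupled to calcium signalling, were plated at 4000 cells/well with tetracycline and held overnight at 30 C. After no-wash calcium dye loading, compound-evoked calcium rise over 180 s flagged agonists.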
D2 PAM = HTS Assay for Positive Allosteric Modulators of the Human D2 Dopamine Receptor: Primary Screen for Potentiators. actives 0.34% (n = 340,000). D(2) dopamine receptor (Homo sapiens), P14416. AID 485347, 2010. HEK293 T-REx D2, calcium flux, EC20 dopamine potentiation. potentiation, % at 10 µM;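 active = potentiation over 3 SD above the plate norm, cut at about 30% in these data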; also: 0% is about no effect
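Potentiation of an EC20 dopamine calcium response is measured in a force-coupled, tetracycline-inducible Hek293 Trex D2 line. Compound-only kinetic reads over 180 s flag agonists before dopamine addition.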
D2 ag = HTS Assay for Allosteric Agonists of the Human D2 Dopamine Receptor: Primary Screen for Agonists | D(2) dopamine receptor (Homo sapiens), P14416 | HEK293 T-REx D2 cells, calcium flux agonist mode | activation, % at 2 µM | actives 0.53% (n = 340,000) | AID 485358, 2010;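 active = activation over 3 SD above normal in the single-dose calcium agonist read, cut at about 30% in these data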; also: 0% is about no effect
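In this primary screen, compounds producing a positive calcium signal within 180 s of addition to tetracycline-induced, force-coupled HEK293 Trex D2 cells are flagged; cells are dye-loaded with a no-wash calcium kit beforehand.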
RXFP1 antag = qHTS Assay for Antagonists of the Relaxin Receptor RXFP1; HEK293-RXFP1, relaxin-stimulated cAMP HTRF, 30 min; stronger effect = lower value; activity change, negative = inhibition, % at 57.5 µM; actives 0.59% (n = 350,000); AID 1259400, 2018;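 active = activity change of -60% or lower, but not beyond a set lower limit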; also: % is scaled to controls: 0 for no effect and ±100 for the full control effect
D1 PAM = Potentiators of Human D1 Dopamine Receptor: qHTS; HEK293 TREx D1 cells, calcium flux, dopamine EC20 potentiation; potentiation, % at 10 µM; D(1A) dopamine receptor (Homo sapiens), P21728; actives 0.036% (n = 360,000); in the data active = potentiation above about 30%; also: 0% is about no effect
D1 antag = Antagonist of Human D 1 Dopamine Receptor: qHTS; actives 3.2% (n = 360,000); D(1A) dopamine receptor (Homo sapiens), P21728; AID 504652, 2011; activity change, negative = inhibition, % at 10 µM; HEK293 TREx D1 cells, calcium flux, dopamine EC80; stronger effect = lower value; in the data active = activity change below about -30%; also: % is scaled to controls: 0 for no effect and ±100 for the full control effect
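Allosteric or orthosteric antagonism assessed as attenuation of the calcium response to EC80 dopamine, added 180 s after compound, in induced HEK293 Trex D1 cells loaded with no-wash calcium dye.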
D2 antagonist = HTS Assay for Allosteric Antagonists of the Human D2 Dopamine Receptor: Primary Screen for Antagonists; HEK293 TREx D2 cells, calcium flux, dopamine EC80; inhibition, % at 10 µM; actives 2% (n = 340,000); AID 485344, 2010; in the data active = inhibition above about 30%; also: 0% is about no effect
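Overnight-induced (tetracycline, 30 C) HEK293 T-REx cells carrying force-coupled D2 receive a no-wash calcium dye, then compound, then EC80 dopamine at 180 s; signals are read kinetically throughout.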
TRHR ag = qHTS for Small Molecule Agonists and Allosteric Enhancers of Human TRH Receptor: Primary Screen for Agonists. AID 493084, 2011. TRHR cells, calcium flux fluo-8, FDSS agonist mode. activation, % at 2 µM. actives 0.18% (n = 360,000); also: 0% is about no effect
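Agonist-mode FDSS calcium read (Ex 480/Em 530, 1 s cycles) in 1536-well TRHR cells with fluo-8 dye, after 10-cycle baseline and 23 nL compound addition; TRH at EC20 (10 nM final) added afterwards for the enhancer phase.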
Numbers without * were called inactive. Rule as the data show it, unless noted: active = activation above about 30%; inactive = the rest.

CCOC(=O)N1CCN(C(=O)C2CCC(CNS(=O)(=O)c3ccc(Cl)cc3)CC2)CC1 (stereo not drawn) was read as TRHR enhancer -4, D1 agonist 3, D2 PAM 11, D2 ag -0.5, RXFP1 antag -10, D1 PAM -4, D1 antag -8, D2 antagonist -7 and TRHR ag -0.7.
Screening COCCNS(=O)(=O)c1cc(F)ccc1OC returned TRHR enhancer 1, D1 agonist 2, D2 PAM -3, D2 ag 1.4, RXFP1 antag -3, D1 PAM 0, D1 antag -19, D2 antagonist -10 and TRHR ag 0.2.
CN(CC(=O)Nc1ccc(Cl)cc1)C(=O)c1cccc(S(=O)(=O)N(C)C)c1 was read as TRHR enhancer 10, D1 agonist 4, D2 PAM 4, D2 ag -2.1, RXFP1 antag 9, D1 PAM 2, D1 antag -14, D2 antagonist 2 and TRHR ag -1.1.
COc1ccc(N2C(=O)[C@@H]3[C@H](C2=O)[C@H]2C=CC=NN2[C@@H]3C(=O)Nc2ccc(Cl)cc2)cc1 was read as TRHR enhancer -4, D1 agonist 2, D2 PAM -3, D2 ag 0.1, RXFP1 antag 5, D1 PAM -2, D1 antag -17, D2 antagonist -6 and TRHR ag -0.6.
Screening CC(C)c1c(C(=O)N/N=C/c2ccsc2)nnn1-c1nonc1N returned TRHR enhancer 18, D1 agonist 39*, D2 PAM 10, D2 ag 5.5, RXFP1 antag -15, D1 PAM 19, D1 antag 28, D2 antagonist -2 and TRHR ag 2.2.
Cn1ncc(Br)c1NC(=O)Nc1ccc(Cl)cc1 was read as TRHR enhancer 11, D1 agonist 8, D2 PAM 9, D2 ag -1.7, RXFP1 antag -10, D1 PAM -6, D1 antag -8, D2 antagonist 19 and TRHR ag -1.0.
Screening COc1ccccc1N1CCN(C(=O)c2oc3ccccc3c2NC(=O)C(C)Oc2ccccc2)CC1 (stereo not drawn) returned TRHR enhancer -23, D1 agonist 0, D2 PAM -5, D2 ag 0.1, RXFP1 antag -8, D1 PAM -1, D1 antag 1 and TRHR ag 0.3.
For CSc1nc(N(C)NC(=O)c2cccc(C)c2)c2ccccc2n1 the results were TRHR enhancer 4, D1 agonist 2, D2 PAM 2, D2 ag 0.0, RXFP1 antag 4, D1 PAM -4, D1 antag 9, D2 antagonist -4 and TRHR ag -0.3.
For Cc1ccccc1Cn1c(=O)n(CCCCC(=O)NCCc2ccccc2)c(=O)c2ccccc21 the results were TRHR enhancer -8, D1 agonist -1, D2 PAM 8, D2 ag -0.7, D1 PAM 1, D1 antag -14 and TRHR ag -0.3.
`Cc1ccc(S(=O)(=O)N2CCCC2CNC(=O)C(=O)NC2CCCC2)cc1` (stereo not drawn) gave TRHR enhancer -4, D1 agonist 0, D2 PAM 3, D2 ag 0.5, RXFP1 antag -8, D1 PAM 0, D1 antag -8, D2 antagonist -8 and TRHR ag -0.4.
`COc1ccc(NC(=O)C(C)SCc2ccccc2)cc1` (stereo not drawn) gave TRHR enhancer 7, D1 agonist 4, D2 PAM 5, D2 ag -1.7, RXFP1 antag 2, D1 PAM -3, D1 antag -13, D2 antagonist -12 and TRHR ag -0.9.
For CCN(CC)c1ccc(CN2CCCCCC2)cc1 the results were TRHR enhancer -3, D1 agonist 17, D2 PAM 18, D2 ag -0.3, D1 PAM -13, D1 antag 0, D2 antagonist -22 and TRHR ag -0.8.
Screening COc1ccc(Oc2ccc(-c3ccn[nH]3)cc2)cc1 returned TRHR enhancer 0, D1 agonist 23, D2 PAM -6, D2 ag 9.6, RXFP1 antag -26, D1 PAM -5, D1 antag -23, D2 antagonist -13 and TRHR ag 10.
`COCCn1c(SCC(=O)Nc2cc(OC)ccc2OC)nc2c(c1=O)SC(C)C2` (stereo not drawn) gave TRHR enhancer 2, D1 agonist 0, D2 PAM -6, D2 ag -0.1, RXFP1 antag -9, D1 PAM 1, D1 antag -10, D2 antagonist -1 and TRHR ag 0.1.
For Cc1cc(C)c2c(CC(=O)NC3CCS(=O)(=O)C3)coc2c1 (stereo not drawn) the results were TRHR enhancer 2, D1 agonist 0, D2 PAM -8, D2 ag 0.4, RXFP1 antag -27, D1 PAM -1, D1 antag 30, D2 antagonist -7 and TRHR ag -0.3.
Screening CSc1cccc(NC(=S)N2CCC(N(C)C3CCCCC3C)CC2)c1 (stereo not drawn) returned TRHR enhancer 2, D1 agonist 2, D2 PAM -15, D2 ag 0.9, RXFP1 antag -7, D1 PAM -9, D1 antag 2, D2 antagonist -11 and TRHR ag -0.7.
`COc1c(N2CCN[C@H](C)C2)c(F)cc2c(=O)c(C(=O)O)cn(C3CC3)c12` gave TRHR enhancer -3, D1 agonist 1, D2 PAM -1, D2 ag -0.2, D1 PAM 2, D1 antag -11, D2 antagonist 9 and TRHR ag -0.2.
CC(C)c1ccc(NC(=O)C2C3C=CC4(CN(CCCN5CCOCC5)C(=O)C24)O3)cc1 (stereo not drawn) was read as TRHR enhancer 3, D1 agonist 3, D2 PAM -2, D2 ag -0.8, RXFP1 antag -10, D1 PAM 1, D1 antag -7, D2 antagonist 14 and TRHR ag 1.6.
Screening O=C(NCCN1CCOCC1)C1CC(=O)N(c2ccc(Cl)cc2)C1 (stereo not drawn) returned TRHR enhancer 0, D1 agonist 2, D2 PAM 1, D2 ag 0.0, RXFP1 antag -5, D1 PAM -4, D1 antag 1, D2 antagonist 29 and TRHR ag 0.0.
C(=C\c1ccccc1)/CN1CCN(Cc2ccc3c(c2)OCO3)CC1 was read as TRHR enhancer -2, D1 agonist 2, D2 PAM -19, D2 ag 0.5, RXFP1 antag -20, D1 PAM 1, D1 antag 8, D2 antagonist 7 and TRHR ag 0.7.
`CCC1=C(OC(=O)N(CC)CC)N2C(=O)OC(=NCCc3c[nH]c4ccccc34)[C@]2(Cc2ccccc2)[C@H]2C1=CC[C@H]1C(=O)N(c3ccccc3)C(=O)[C@H]12` gave TRHR enhancer 2, D1 agonist 1, D2 PAM 2, D2 ag -0.1, D1 PAM -2, D1 antag 1, D2 antagonist -1 and TRHR ag 0.0.
`CC(C)C[C@H](NC(=O)c1nc[nH]c1C(=O)N[C@@H](CC(C)C)C(=O)OC(C)(C)C)C(=O)OCc1ccccc1` gave TRHR enhancer -1, D1 agonist 8, D1 PAM 3, D1 antag -6 and TRHR ag 2.6.
Screening Cc1ccccc1-c1nc(CN2CCC(C(=O)NCC3CCCO3)CC2)c(C)o1 (stereo not drawn) returned TRHR enhancer 4, D1 agonist 4, D2 PAM 4, D2 ag 0.1, RXFP1 antag -3, D1 PAM -9, D1 antag -7, D2 antagonist -14 and TRHR ag 0.1.
Cc1noc(C)c1COC(=O)COc1ccc(-c2ccccc2)cc1 was read as TRHR enhancer -4, D1 agonist 5, D2 PAM -1, D2 ag 0.9, RXFP1 antag -13, D1 PAM -4, D1 antag -17, D2 antagonist 1 and TRHR ag 0.3.
`CN1CCN(c2ccc(NC(=O)CSc3ccccc3)cc2F)CC1` gave TRHR enhancer -5, D1 agonist 6, D2 PAM -16, D2 ag -0.6, RXFP1 antag -6, D1 PAM -17, D1 antag -53*, D2 antagonist 11 and TRHR ag 0.3.
`Cc1c(OCC(=O)NCc2cccnc2)ccc2c3c(c(=O)oc12)CCC3` gave TRHR enhancer 11, D1 agonist 2, D2 PAM -7, D2 ag 0.3, RXFP1 antag 3, D1 PAM 11, D1 antag 8, D2 antagonist -16 and TRHR ag -1.2.
`C=C(C)CNC(=S)N/N=C(\C)c1ccc(OC)cc1` gave TRHR enhancer 1, D1 agonist -1, D2 PAM -6, D2 ag 0.4, RXFP1 antag -3, D1 PAM -1, D1 antag -13, D2 antagonist -10 and TRHR ag -0.4.
For CCc1cc2c(C)ccc(C)c2nc1SCC(=O)Nc1cc(C)on1 the results were TRHR enhancer 14, D1 agonist 1, D2 PAM 9, D2 ag 0.5, RXFP1 antag 12, D1 PAM 4, D1 antag 10, D2 antagonist -36 and TRHR ag 0.1.
`CC(C)Cn1c(CCCNC(=O)c2ccc(F)cc2)nc2ccccc21` gave TRHR enhancer -1, D1 agonist -1, D2 PAM -26, D2 ag -1.5, RXFP1 antag -2, D1 PAM 0, D1 antag 3, D2 antagonist 31* and TRHR ag -0.8.
`CC(C)n1c(-c2ccncc2)n[nH]c1=S` gave TRHR enhancer -7, D1 agonist 3, D2 PAM -2, RXFP1 antag 0, D1 PAM 5, D1 antag -6 and TRHR ag 0.6.

Filtered by structure: those above containing an aryl thioether with sulfur outside any ring (5)
For CSc1nc(N(C)NC(=O)c2cccc(C)c2)c2ccccc2n1 the results were TRHR enhancer 4, D1 agonist 2, D2 PAM 2, D2 ag 0.0, RXFP1 antag 4, D1 PAM -4, D1 antag 9, D2 antagonist -4 and TRHR ag -0.3.
`COCCn1c(SCC(=O)Nc2cc(OC)ccc2OC)nc2c(c1=O)SC(C)C2` (stereo not drawn) gave TRHR enhancer 2, D1 agonist 0, D2 PAM -6, D2 ag -0.1, RXFP1 antag -9, D1 PAM 1, D1 antag -10, D2 antagonist -1 and TRHR ag 0.1.
Screening CSc1cccc(NC(=S)N2CCC(N(C)C3CCCCC3C)CC2)c1 (stereo not drawn) returned TRHR enhancer 2, D1 agonist 2, D2 PAM -15, D2 ag 0.9, RXFP1 antag -7, D1 PAM -9, D1 antag 2, D2 antagonist -11 and TRHR ag -0.7.
`CN1CCN(c2ccc(NC(=O)CSc3ccccc3)cc2F)CC1` gave TRHR enhancer -5, D1 agonist 6, D2 PAM -16, D2 ag -0.6, RXFP1 antag -6, D1 PAM -17, D1 antag -53*, D2 antagonist 11 and TRHR ag 0.3.
For CCc1cc2c(C)ccc(C)c2nc1SCC(=O)Nc1cc(C)on1 the results were TRHR enhancer 14, D1 agonist 1, D2 PAM 9, D2 ag 0.5, RXFP1 antag 12, D1 PAM 4, D1 antag 10, D2 antagonist -36 and TRHR ag 0.1.

Compounds as they come; about 7.3% have a hit in one of these screens.
